From PubChem BioAssay
MrgX1 ag: agonists of human MrgX1 receptor, primary screen, HEK293 cells, Fluo-4 calcium flux | Mas-related G-protein coupled receptor member X1 (Homo sapiens), Q96LB2 | Fluo-4 calcium fluorescence, agonist mode; active compounds read high | B-score at 10 µM | actives 0.44% (n = 310,000);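 active = calcium response B-score plate-corrected fluorescence ratio at least 3 library SD, with starting fluorescence B-score inside 5 SD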
Target sequence (Q96LB2 whole entry, looked up): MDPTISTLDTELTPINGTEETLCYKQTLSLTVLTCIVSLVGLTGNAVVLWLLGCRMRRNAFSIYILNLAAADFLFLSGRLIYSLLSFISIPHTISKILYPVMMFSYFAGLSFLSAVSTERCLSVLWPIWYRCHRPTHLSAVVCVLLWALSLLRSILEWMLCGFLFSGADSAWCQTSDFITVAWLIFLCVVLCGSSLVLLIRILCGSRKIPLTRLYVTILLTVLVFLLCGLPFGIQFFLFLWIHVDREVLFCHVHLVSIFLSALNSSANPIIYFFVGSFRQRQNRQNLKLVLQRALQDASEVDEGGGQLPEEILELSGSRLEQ
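System – MrgX1-expressing HEK293 cells · Incubation – cells plated overnight, dye loaded 0.5 h 37 °C, 0.5 h room temperature · Technique – kinetic Fluo-4 NW fluorescence of intracellular calcium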
hERG rescue: hERG rescue from dofetilide block, primary screen, cell-based, CHO-hERG, FluxOR thallium flux, dofetilide IC70; AID 1511, 2009; activation (rescue from dofetilide block), less the hit threshold, % at 10 µM; actives 0.51% (n = 310,000); dofetilide IC70 present;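 active = activation above the mean of controls blocked by dofetilide plus 5 SD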;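 note: thallium influx through hERG after potassium depolarization seen as dye fluorescence rise; in these data hits start at about 4.7%; inactives centre near -7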
MrgX1 allo act: positive allosteric modulators of MrgX1, primary screen, HEK293 cells, Fluo-4 calcium flux. Mas-related G-protein coupled receptor member X1 (Homo sapiens), Q96LB2. FDSS; active compounds read high. B-score at 10 µM. actives 0.63% (n = 310,000). AID 588675, 2011;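 active = plate-corrected calcium response at least 3 library SD above typical, normal starting fluorescence, not activating the receptor alone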;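 note: compound read alongside a low EC10 to EC30 dose of BAM8-22 agonist; peak minus trough fluorescence over baseline measured at the second addition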
RGS4 act: RGS4 potentiators or activators, primary screen, cell-based, HEK293 M3R inducible RGS4, calcium flux; carbachol calcium flux Fluo4; active compounds read low; B-score at 10 µM; actives 0.92% (n = 310,000); AID 463111, 2010;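 active = B-score of the integrated calcium signal more than 4 SD below the library mean, with starting fluorescence not abnormally high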;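 note: negative B-score means reduced calcium response which marks RGS4 activation or potentiation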
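Material: M3R-expressing HEK293 line, RGS4 induced by doxycycline | Schedule: Overnight RGS4 induction, 30 min dye load 37 °C, 20 min compound RT | Measured by: Fluo4 fluorescence kinetic imaging of calcium | Read-out: Integrated calcium ratio converted to B score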
RGS4 inh: RGS4 inhibitors, primary screen, cell-based, HEK293 M3R inducible RGS4, calcium flux | Fluo-4 calcium flux; active compounds read high; triggered by carbachol at its EC20 | B-score at 10 µM | actives 0.45% (n = 310,000) | AID 463165, 2010;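 active = B-score, a plate-corrected calcium signal, over three deviations above library mean, with baseline fluorescence within five deviations of library mean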;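 note: RGS4 expression induced by doxycycline in cells with stable M3 receptor; B-score is computed from the integrated fluorescence ratio over baseline after carbachol; higher B-score means a larger calcium signal and so more RGS4 inhibition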
Target sequence (P49798 whole entry, looked up): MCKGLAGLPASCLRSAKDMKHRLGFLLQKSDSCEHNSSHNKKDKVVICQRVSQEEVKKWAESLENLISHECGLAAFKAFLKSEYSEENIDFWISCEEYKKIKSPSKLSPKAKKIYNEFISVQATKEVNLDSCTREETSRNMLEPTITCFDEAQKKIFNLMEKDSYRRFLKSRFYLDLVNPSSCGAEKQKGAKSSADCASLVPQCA
TMEM16A inh: TMEM16A chloride channel inhibitors, primary screen, cell-based, HTS; Anoctamin-1 (Mus musculus), Q8BHY3; HEK293 TMEM16A/YFP iodide influx fluorescence, ionomycin; normalized B-score (activity score, 25-100; higher = stronger inhibition) at 10 µM; actives 1.2% (n = 310,000); AID 588511, 2011;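 active = ratio plate-corrected score three or more library SD toward inhibition, starting fluorescence score within five deviations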;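 note: score derived from kinetic fluorescence span divided by baseline fluorescence per well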
KCNQ1 pot: potentiators or activators of KCNQ1 channel, primary screen, cell-based, thallium flux, high-throughput; Potassium voltage-gated channel subfamily KQT member 1 (Homo sapiens), P51787; CHO-K1 KCNQ1, thallium flux FluxOR fluorescence; active compounds read high; B-score at 10 µM; actives 0.35% (n = 310,000); AID 2648, 2010;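 active = fluorescence ratio B-score, a plate-corrected score, at least three library SD, with initial intensity B-score within 5 SD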
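Doses: Single concentration per compound, DMSO matched to controls | Test system: KCNQ1-transfected CHO-K1 cells | Timing: 90 min dye loading and 20 min compound exposure, both at room temperature | Measured by: Kinetic FluxOR thallium fluorescence, 10-s 1-Hz baseline, 110-s post-stimulus read | Medium: Assay buffer with matched DMSO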
KCNK3 block: human KCNK3 channel inhibitors, primary screen, CHO cells, FluxOR thallium flux, B-score; Potassium channel subfamily K member 3 (Homo sapiens), O14649; FluxOR fluorescence; active compounds read low; B-score at 10 µM; actives 0.84% (n = 340,000);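 active = B-score under library mean minus 4 SD, starting fluorescence ratio at most library mean plus 5 SD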;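 note: more negative B-score means stronger inhibition of thallium flux through KCNK3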
Target sequence (O14649 whole entry, looked up): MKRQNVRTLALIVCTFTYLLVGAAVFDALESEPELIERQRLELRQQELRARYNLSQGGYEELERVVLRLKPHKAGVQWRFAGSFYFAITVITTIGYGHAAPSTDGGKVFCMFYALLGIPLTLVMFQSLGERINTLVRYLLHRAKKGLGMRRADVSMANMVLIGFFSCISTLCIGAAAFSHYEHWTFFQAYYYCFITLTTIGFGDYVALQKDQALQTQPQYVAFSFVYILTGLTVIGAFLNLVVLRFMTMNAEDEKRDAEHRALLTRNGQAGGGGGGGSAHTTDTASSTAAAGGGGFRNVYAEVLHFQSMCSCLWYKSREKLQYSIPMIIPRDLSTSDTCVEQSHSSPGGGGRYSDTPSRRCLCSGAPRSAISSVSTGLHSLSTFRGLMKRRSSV
KCNK9 block: KCNK9 potassium channel inhibitors, primary screen, HEK293 cells, thallium flux. Potassium channel subfamily K member 9 (Homo sapiens), Q9NPC2. B-score at 10 µM. actives 1.2% (n = 310,000). FluxOR thallium flux fluorescence; active compounds read low. AID 488922, 2010;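 active = ratio B-score over 3 SD below the library mean, with starting fluorescence within 5 SD of its mean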;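 note: negative B-score means less thallium flux so channel inhibition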
KCNQ1 block: inhibitors of human KCNQ1 channel, primary screen, cell-based, thallium flux, high-throughput; Potassium voltage-gated channel subfamily KQT member 1 (Homo sapiens), P51787; CHO-K1 KCNQ1, FluxOR thallium flux fluorescence; active compounds read high; B-score at 10 µM; actives 1.3% (n = 310,000); AID 2642, 2010;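 active = compounds whose thallium flux B-score, printed positive for inhibition, exceeds three library SD while starting fluorescence stays within three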;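 note: channel opened by potassium depolarization with thallium stimulus after 20 min compound exposure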
ANO1 activ: TMEM16A chloride channel activators or potentiators, primary screen, cell-based, HTS. Anoctamin-1 (Mus musculus), Q8BHY3. HEK293 TMEM16A/YFP-H148Q/I152L, iodide quench fluorescence; active compounds read low. B-score at 10 µM. actives 0.3% (n = 340,000);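 active = fluorescence-ratio B-score plate-corrected deviation score at least 3 library SD below zero, with starting fluorescence score within 5 deviations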;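 note: channel opened by trigger with iodide after compound preincubation; score built on the fluorescence ratio of max minus min over baseline; more negative score means more quench and so TMEM16A activation or potentiation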
An asterisk follows results filed as active; i = inactive; x = not tested or not shown; & = joins results of further samples.

SMILES	MrgX1 ag	hERG rescue	MrgX1 allo act	RGS4 act	RGS4 inh	TMEM16A inh	KCNQ1 pot	KCNK3 block	KCNK9 block	KCNQ1 block	ANO1 activ
CCCC1Cc2[nH]c(=O)c(C#N)cc2CO1 (centres undefined)	i	-8	i	i	i	i	i	i	i	i	i
CCOC(=O)N1CCN(C(=O)c2ccccc2N(Cc2ccccc2)S(=O)(=O)c2ccc(OC)cc2)CC1	i	-11	i	i	i	i	i	i	i	i	i
CC(C)N1CCC(N2CCN(C/C=C/c3ccccc3)CC2CCO)CC1 (centres undefined)	i	-6	i	i	i	i	i	i	i	i	i
NS(=O)(=O)c1ccc(-c2ccc(/C=C3\C(=O)Nc4ccccc43)o2)cc1	i	-3	i	i	i	i	i	x	i	i	x
Cc1nn(C(=O)c2ccoc2C)c(N)c1-c1ccccc1	i	-14	15*	i	i	i	i	i	i	i	i
COc1ccc(C(=O)NCC(c2cccnc2)N2CCN(c3ccccc3)CC2)cc1OC (centres undefined)	i	-9	i	i	i	i	i	i	i	i	i
O=C(O)CNC(=O)c1cccc(C(F)(F)F)c1	i	-4	i	i	i	i	i	i	i	i	i
Cc1cc(NC(=O)c2cc([N+](=O)[O-])cc([N+](=O)[O-])c2)n(-c2ccccc2)n1	i	-6	i	i	i	i	i	i	i	i	i
CC(=O)Nc1ccc([N+](=O)[O-])cn1	i	-5	i	i	i	i	i	i	-8.4*	i	i
O=C(CCCN1C(=O)C(c2ccccc2)Oc2cccnc21)Nc1ccccc1Cl (centres undefined)	i	-7	i	i	i	i	i	i	i	i	i
O=C(NCC(=O)N1CCN(c2ccccc2)CC1)c1ccco1	i	-5	i	i	i	i	i	i	i	i	i
COc1ccc(CCNC(=O)c2c(C)nn(-c3ccccc3)c2Cl)cc1	i	-12	i	i	i	i	i	i	i	i	i
O=C(CCN1CCN(c2ccccc2)CC1)N/N=C/c1ccccc1O	i	-13	i	i	i	i	i	i	i	i	i
Oc1ccc(Cl)cc1C=Nc1ccc(Br)cc1	i	-3	i	i	i	i	i	i	i	i	i
C[C@]12CCC(=O)C[C@@H]1CC[C@@H]1[C@@H]2CC[C@]2(C)[C@@H](C(=O)COC(=O)CCC(=O)O)CC[C@@H]12	i	0&-2	i	i	i	i	i	i	i	i	i
Cn1nnnc1SCCNCc1ccccc1OCc1ccc(Cl)cc1	i	-13	i	i	i	i	i	i	i	i	i
COCCCNC(=O)/C=C/c1ccc(Cl)cc1	i	-1	i	i	i	i	i	i	i	i	i
Cc1ccc(C)c(NC(=O)COC(=O)CNC(=O)c2ccccc2Cl)c1	i	-11	i	i	i	i	i	i	i	i	i
COc1cc(/C=C2\C(=O)ON=C2c2ccccc2)cc(Br)c1O	78*	-31	i	i	4.7*	i	i	i	i	7*	i
Cc1ccc(C(C)NC(=O)Cc2cccs2)cc1C (centres undefined)	i	-12	i	i	i	i	i	i	i	i	i
CCOC(=O)CSc1ncnc2c1sc1nc(N3CCOCC3)c3c(c12)CCCC3	i	-3	i	i	i	i	i	i	i	i	i
CC1(C)Cc2ccccc2-c2nnc(-c3ccc(O)cc3)n21	i	-7	i	i	i	i	i	i	i	i	i
COC(=O)c1ccc(COc2ccc(-c3nn[nH]n3)cc2)cc1	i	0	i	i	i	i	i	i	i	i	i
CCOCCCNC(=O)Cc1ccc(OC)c(OC)c1	i	-14	i	i	i	i	i	i	i	i	i
COc1ccc(C(=O)NCCS(=O)(=O)NCc2ccccc2)cc1	i	-9	i	i	i	i	i	i	i	i	i
COC(=O)c1ccccc1NC(=O)CSc1n[nH]c(-c2ccncc2)n1	i	-7	i	i	i	i	i	i	i	i	i
Cc1cc(-c2n[nH]c(=S)o2)c(C)n1-c1ccccc1	i	-11	i	i	i	i	i	x	i	i	x
COc1ccc(S(=O)(=O)c2cnc3ccccc3n2)cc1	i	-6	i	i	i	i	i	i	i	i	i
CCSc1nnc(CCNC(=O)OC(C)(C)C)o1	i	-10	i	i	i	i	i	i	i	i	i
O=C(O)C[C@H]1c2cc(F)ccc2S(=O)(=O)N1C1CCCC1	i	4	i	i	i	i	i	i	i	i	i
CCN(c1ccccc1)S(=O)(=O)c1cc(C(=O)Nc2ccc(F)c(F)c2)ccc1F	i	-5	i	i	i	i	i	i	i	i	i
CC1=C(C(N)=O)C(c2ccc(C)o2)C(C(N)=O)=C(C)N1	i	-7	i	i	i	i	i	i	i	i	i
COc1ccc(COc2cc(-c3cccc(OC)c3)nc3ccc(NC(=O)c4ccc(N(C)C)cc4)cc23)cc1	i	-7	i	i	i	i	i	i	i	i	i
C/C(=N\OCC(=O)Nc1ccc(OC(F)(F)F)cc1)c1ccc2c(c1)OCCO2	i	-6	i	i	i	i	10*	i	i	i	i
Cc1cccc(OCC(=O)N2CCN(C(=O)COc3ccc(Cl)cc3)CC2)c1	i	-4	i	i	i	i	i	i	i	i	i
O=C(NCC1CCCN1S(=O)(=O)c1ccccc1)c1cccc(Cl)c1 (centres undefined)	i	-13	i	i	i	i	i	i	i	i	i
CCCc1nc2nc(C)c(NS(=O)(=O)c3ccc(CC(C)C)cc3)c(=O)n2[nH]1	i	-14	i	i	i	i	i	i	i	i	i
[N-]=[N+]=CC(=O)C(Cc1ccccc1)N1C(=O)c2ccccc2C1=O (centres undefined)	i	-9	i	i	i	i	i	i	i	i	i
CCOc1cc(C(=O)Nc2nnc(S(=O)(=O)N3CCOCC3)s2)cc(OCC)c1OCC	i	-4	i	i	i	i	i	i	i	i	i
CC1=C(C(=O)OC(C)C)C(c2ccsc2)NC(=O)N1C (centres undefined)	i	-7	i	i	i	i	i	i	i	i	i
CCOc1ccccc1NS(=O)(=O)c1ccc(-n2cccn2)cc1	i	-7	i	i	i	i	i	i	i	i	i
CCOc1cccc(-n2nnnc2-c2ccc(OC)cc2)c1	i	-2	i	i	i	i	i	i	i	i	x
COc1ccc(CCNC(=O)Oc2ccccc2)cc1OC	i	-1	i	i	i	i	i	i	i	i	i
O=C(/C=C/c1cccs1)N1CCN(c2ccccc2)CC1	i	-11	i	i	i	i	i	i	i	i	i
COc1cc(NC(=O)C2CCCN(S(=O)(=O)c3ccc4c(c3)oc(=O)n4C)C2)cc(OC)c1 (centres undefined)	i	-10	i	i	i	i	i	i	i	i	i

In a second layout: results already given
Below each compound – MrgX1 ag	hERG rescue	MrgX1 allo act	RGS4 act	RGS4 inh	TMEM16A inh	KCNQ1 pot	KCNK3 block	KCNK9 block	KCNQ1 block	ANO1 activ
Cc1cc(NC(=O)c2cc([N+](=O)[O-])cc([N+](=O)[O-])c2)n(-c2ccccc2)n1
  i	-6	i	i	i	i	i	i	i	i	i
CC(=O)Nc1ccc([N+](=O)[O-])cn1
  i	-5	i	i	i	i	i	i	-8.4*	i	i

(more compounds)
SMILES	MrgX1 ag	hERG rescue	MrgX1 allo act	RGS4 act	RGS4 inh	TMEM16A inh	KCNQ1 pot	KCNK3 block	KCNK9 block	KCNQ1 block	ANO1 activ
COC(=O)C(=C/C=C/c1ccco1)C(=O)OC	i	-8	i	i	i	i	i	i	i	i	i
COc1ccc(CCNS(=O)(=O)c2ccc(OC)c(OC)c2)cc1OC	i	-12	i	i	i	i	i	i	i	i	i
O=C(Cc1ccc(Cl)c(Cl)c1)NC1CCCCCC1	i	-6	i	i	i	i	i	i	i	i	i
NCCCC[C@H](NC(=O)C1CCNCC1)c1nnc(CN)o1	i	-4	i	i	i	i	i	x	i	i	x
COc1ccc(NC(=O)Nc2c(C)n(C)n(-c3ccccc3)c2=O)cc1OC	i	-12	i	i	i	i	i	i	i	i	i
O=C(Nc1ccc(Cl)cc1)OCCn1nnnc1C(c1ccccc1)N1CCOCC1 (centres undefined)	i	-8	i	i	i	i	i	i	i	i	i
CN(Cc1nccn1C)C(=O)CC1C(=O)NCCN1Cc1ccc(F)cc1Cl (centres undefined)	i	-11	i	i	i	i	i	i	i	i	i
Nc1nc(CN2CCN(c3ccccc3F)CC2)nc(Nc2ccccc2)n1	i	-16	i	i	i	i	i	i	i	i	i
COc1ccc(C(=O)c2cnc3cc4c(cc3c2C)OCO4)cc1	i	-9	i	i	i	i	i	i	-6.9*	i	i
CCOC(=O)Cc1ccc(NC(=O)c2cccc([N+](=O)[O-])c2)cc1	i	2	i	i	i	i	i	i	i	i	i
CCN(CC)CC#CCC(OC)(c1ccccc1)c1ccccc1	i	-21	i	i	i	i	i	i	i	i	i
CC1(C)CC2CC(C)(CN2S(=O)(=O)c2ccc(N)cc2)C1 (centres undefined)	i	-12	i	i	i	25*	i	i	i	i	i
CCOc1ccc(NC(=S)N(CCc2ccncc2)C(C)C)cc1	i	-13	i	i	i	i	i	i	i	i	i
COC(=O)C(NC(C)=O)(Nc1ccc(C)cn1)C(F)(F)F (centres undefined)	i	-6	i	i	i	i	i	i	i	i	i
COC(=O)c1ccc(N=NN2CCCCC2)cc1	i	-20	i	i	i	i	i	i	i	i	i
COC(=O)c1ccc(OCC(=O)c2ccccc2OC)cc1	i	-21	i	i	i	i	i	i	i	i	i

In a second layout: entries from further up.
Screens in order: MrgX1 ag, hERG rescue, MrgX1 allo act, RGS4 act, RGS4 inh, TMEM16A inh, KCNQ1 pot, KCNK3 block, KCNK9 block, KCNQ1 block, ANO1 activ
> COc1ccc(NC(=O)Nc2c(C)n(C)n(-c3ccccc3)c2=O)cc1OC
→ i, -12, i, i, i, i, i, i, i, i, i
> CCOc1ccc(NC(=S)N(CCc2ccncc2)C(C)C)cc1
→ i, -13, i, i, i, i, i, i, i, i, i
> O=C(Nc1ccc(Cl)cc1)OCCn1nnnc1C(c1ccccc1)N1CCOCC1 (centres undefined)
→ i, -8, i, i, i, i, i, i, i, i, i
